Source: PubChem (National Center for Advancing Translational Sciences (NCATS))
TRPV1 ag – activates the human vanilloid receptor TRPV1 | TRPV1-expressing cells, Fluo-8 calcium influx, agonist mode | activation, % at 8.33 µM | hit rate 0.19% among 320,000 | AID 540275; in the data active = activation above about 80%; inconclusive = between about 30% and that limit; also: 0% is about no effect
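Cells expressing TRPV1 were dye-loaded with Fluo-8 and read kinetically: 10 s baseline, 3 min after compound (agonist portion), then 2 min after EC20 capsaicin (allosteric enhancer portion). Calcium-bound dye fluorescence at 480/520 nm.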
S-ASM inh – inhibitors of human secretory acid sphingomyelinase. placental ASM, HMU-PC fluorogenic substrate, 60 min. P17405. AID 504937. hit rate 0.006% among 340,000. Potency, µM (top dose mostly 57.5 µM), for the others: at the highest dose activity change, negative = inhibition, usual class: inhibitors; also: potency is read from the fitted curve at half-maximal effect
Target sequence (P17405 47-631 limits assumed): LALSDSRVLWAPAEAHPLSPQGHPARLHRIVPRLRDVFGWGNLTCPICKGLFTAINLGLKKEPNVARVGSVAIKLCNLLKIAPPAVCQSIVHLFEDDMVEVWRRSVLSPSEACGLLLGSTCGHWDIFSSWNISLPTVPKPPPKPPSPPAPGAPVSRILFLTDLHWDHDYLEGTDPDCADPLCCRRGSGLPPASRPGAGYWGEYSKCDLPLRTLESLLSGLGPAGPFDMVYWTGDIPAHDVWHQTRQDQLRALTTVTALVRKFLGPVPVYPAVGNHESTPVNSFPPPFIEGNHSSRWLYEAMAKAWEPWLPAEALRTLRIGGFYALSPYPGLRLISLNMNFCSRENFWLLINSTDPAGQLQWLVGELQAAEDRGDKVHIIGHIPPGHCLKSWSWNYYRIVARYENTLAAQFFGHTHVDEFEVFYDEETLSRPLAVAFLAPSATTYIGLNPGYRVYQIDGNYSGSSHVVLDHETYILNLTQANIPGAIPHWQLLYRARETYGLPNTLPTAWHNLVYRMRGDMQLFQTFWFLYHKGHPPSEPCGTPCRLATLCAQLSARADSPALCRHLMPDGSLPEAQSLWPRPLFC
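qHTS format. ASM enzyme prepared from human placenta hydrolyses the fluorogenic substrate HMU-PC0 (9 uM final) over 60 min at 37 °C after a 10 min compound preincubation.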
GALK inhibitor – galactokinase (human) inhibition; P51570; Purified GALK, Kinase-Glo residual ATP luminescence; Potency, µM (titrated, usually from 57.5 µM), inactives show at the highest dose activity change, negative = inhibition, hits mostly inhibitors; hit rate 0.007% among 270,000; AID 1868; also: potency is read from the fitted curve at half-maximal effect; % is scaled to controls: 0 for no effect and ±100 for the full control effect
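The enzyme phosphorylates galactose (100 uM) using ATP (35 uM); inhibition is detected as higher residual ATP, quantified by bioluminescence after 1 h reaction at room temperature, pH 8.0.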
AT treatment – potential ataxia-telangiectasia treatments restoring KAP-1 phosphorylation. […] A-T fibroblasts, KAP-1 phosphorylation AlphaLISA; neocarzinostatin DNA damage 30 min before lysis. Potency, µM (top dose mostly 57.5 µM), inactives show top-dose activation, most hits filed as activators. hit rate 0.19% among 320,000. AID 485349; also: potency is read from the fitted curve at half-maximal effect; % of control where 0% means no effect; nearly all actives have a fitted effect of over 45% in size
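hTERT-immortalized A-T patient fibroblasts ([…]), 500 cells/well in OPTI-MEM, 1% FBS, got compounds for 60 min, then NCS for 30 min at 37C. Lysates were then assayed for phospho-KAP-1 by AlphaLISA (anti-pKAP1 donor, anti-KAP1 acceptor beads), 6 hr at 25C.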
CXXC DNA block – inhibitors of human MLL CXXC domain-DNA interaction; Potency, µM (series often up to 115 µM), for the others: top-dose activity change, negative = inhibition, most hits filed as inhibitors; MLL-CXXC / FITC-HOXA9 DNA fluorescence polarization; Q03164; AID 2662; hit rate 0.037% among 290,000; active = well fitted inhibition curve with a large enough effect in the polarisation, with a control signal flat, not every such curve was filed as active; inconclusive = small, poorly fitted or top-dose-only effect, or effect the other way, or a change in a side signal; inactive = no such curve, though single readings can be large or run the other way; the % refers to the polarisation; also: potency is read from the fitted curve at half-maximal effect
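Steps: dispense CXXC domain solution (7 uM) → pin compounds or unlabeled HOX-A9 DNA control → 5 min ambient → add FLSN-HOX-A9 solution (50 nM) → spin → 30 min ambient → fluorescence polarization. Tris pH 7.5/NaCl/DTT/BSA buffer.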
KCNH2 3.1 block – blocks the human KCNH2 3.1 channel isoform; AID 720553; activity change, % (tested at about 1.8 µM); U2OS KCNH2 3.1, thallium flux FluxOr; active compounds read low; hit rate 0.95% among 340,000;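 active = maximum activity change below -70%; inconclusive = maximum activity change from -70% to -50%; inactive = maximum activity change above -50%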;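 also: thallium influx rate constant from kinetic fluorescence after stimulation buffer; % is scaled to controls: 0 for no effect and ±100 for the full control effect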
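U2OS cells transduced with KCNH2 3.1 mutant virus (1.77 x 10^8 /mL, 4 h), plated overnight at 37 C, loaded 45 min with FluxOr dye plus Red40 quencher. Thallium flux rate constant from kinetic reads after stimulation buffer, normalised to controls.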
hERG WT inh – KCNH2 (human, wildtype) channel inhibition. Q12809. U2OS, BacMam KCNH2, thallium flux FluxOr; active compounds read low. activity change, % at 1.84 µM. hit rate 0.37% among 340,000;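 active = maximum activity change below -70%; inconclusive = maximum activity change between -70% and -50%; inactive = maximum activity change above -50%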; also: % is scaled to controls: 0 for no effect and ±100 for the full control effect
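U2OS cells were transduced with wild-type KCNH2 virus (2.03 x 10^8 / mL) for 4 h at room temperature, then cultured overnight at 37 C. Thallium flux was read with FluxOr dye. Rate constants were normalized to DMSO controls.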
MBNL1-CUG inh – blocks human MBNL1 binding to CUG repeat RNA | Q9NR56 | TR-FRET MBNL1-His/biotin-(CUG)12 binding, 665/545 ratio | Potency, µM (highest dose often 57.5 µM), without a hit: top-dose activity change, negative = inhibition, usual class: inhibitors | hit rate 0.036% among 280,000 | AID 2675; active = well fitted inhibition curve with a large enough effect in the signal ratio, with a control signal flat, not every such curve was filed as active; inconclusive = small, poorly fitted or top-dose-only effect, or effect the other way, or a change in a side signal; inactive = no such curve, though single readings can be large or run the other way; the % refers to the signal ratio; also: potency is read from the fitted curve at half-maximal effect; % is scaled to controls: 0 for no effect and ±100 for the full control effect
Target sequence (Q9NR56 whole entry, looked up): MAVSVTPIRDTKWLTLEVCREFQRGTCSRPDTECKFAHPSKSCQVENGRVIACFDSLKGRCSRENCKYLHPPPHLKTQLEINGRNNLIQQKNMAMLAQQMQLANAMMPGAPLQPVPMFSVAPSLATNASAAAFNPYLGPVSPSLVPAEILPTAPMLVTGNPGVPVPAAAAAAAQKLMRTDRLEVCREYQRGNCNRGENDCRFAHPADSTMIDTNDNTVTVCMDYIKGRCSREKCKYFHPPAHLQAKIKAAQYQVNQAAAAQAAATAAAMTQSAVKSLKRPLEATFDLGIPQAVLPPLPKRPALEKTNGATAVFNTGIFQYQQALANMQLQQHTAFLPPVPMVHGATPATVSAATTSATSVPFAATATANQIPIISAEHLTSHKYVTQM
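MBNL1-His + Biotin-(CUG)12, cpd titration 92 nM–58 uM; Tb anti-His Ab 0.055 ng/ul, SA-XL665 5 nM (final); 60 min RT; ratiometric 665/545 nm, Ex 340 nm; normalized to buffer and full-complex controls.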
a7 integrin act – activates integrin-mediated alleviation for muscular dystrophy; alpha7betagal myoblasts, beta-gal FDG fluorescence, 48 h; Potency, µM (titrated, usually from 38.3 µM), for inactives: top-dose activation, most hits filed as activators; hit rate 0.064% among 350,000; AID 624291;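 also: potency is read from the fitted curve at half-maximal effect; 100% = response of the positive control SU9516; nearly all actives have a fitted effect of over 60% in size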
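Alpha7betagal+/- myoblasts (passage 13) were plated 16-24 hr, then exposed to compounds (1:260 dilution of DMSO stock) for 48 hours at 37C. After MPER lysis, β-galactosidase reporter activity was read as FDG fluorescence (ex 480/em 540) after 30 minutes.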
FBPA coupling cs – coupling enzyme interference in Giardia aldolase counter-screen; coupling enzyme system counterscreen, AmpLite Red fluorescence; activity change, negative = inhibition, % at 58.2 µM, hits read low; hit rate 0.67% among 290,000; in the data active = activity change below about -30%; also: % is scaled to controls: 0 for no effect and ±100 for the full control effect
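Coupling enzymes only (glyceraldehyde-3-phosphate) + compound, at 57.5 uM final, 10 min RT; add substrate/coupling/AmpLite Red mix, 20 min RT; fluorescence ex 525/em 598 nm. Actives flag coupling-system interference.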
The depositor's hits bear a star; ? = inconclusive; / = no result given; [ ] = dose if it differs, or a comment. Unless noted, calls follow the shape of the dose curve; as a rule, active = well fitted curve in the direction sought with a large enough effect; inconclusive = small, poorly fitted or top-dose-only effect, or another doubt; inactive = no such curve, though single readings can be large; an effect the other way counts as inactive or inconclusive.

SMILES	TRPV1 ag	S-ASM inh	GALK inhibitor	AT treatment	CXXC DNA block	KCNH2 3.1 block	hERG WT inh	MBNL1-CUG inh	a7 integrin act	FBPA coupling cs
COc1cccc(C(C(=O)NC2CCCC2)N(C(=O)c2ccco2)c2ccc(C(C)=O)cc2)c1OC (stereo not given)	6.2	0.1%	-0.3%	-4.3%	22.1%	-4.9	-1.7	0.0%	5.4%	2.0
Cc1ccccc1C(=O)NC1CC2CCCC(C1)N2Cc1ccc(Cl)cc1 (stereo not given)	1.2	3.9%	0.3%	4.0%	-3.9%	-20.9	38.6	-3.5%	?	0.4
S=C(NCc1ccccc1)C(=S)NCc1ccccc1	/	-0.5%	/	/	/	-18.4	-3.8	/	12.9%	/
Cc1nc2sc(C(=O)c3ccccc3)c(N)c2c(C)c1C	1.8	-2.1%	3.8%	-1.4%	-2.7%	-1.4	-0.9	?	11.2%	0.3
CC(=O)c1ccc(S(=O)(=O)N2CCC(c3nnc(SCCN4CCCC4)n3C)CC2)cc1	2.4	1.3%	-0.1%	-0.2%	-15.2%	-5.2	9.9	1.1%	-53.9%[inhibitor]	5.2
CC(C)CN(C(=O)/C=C/c1nc2ccccc2s1)C1CCS(=O)(=O)C1 (stereo not given)	-3.4	-1.3%	/	-0.6%	/	-2.6	-4.7	/	-13.6%	/
CC1CCCN(CCCNC(=O)CN2C(=O)CSc3ccc(S(=O)(=O)N4CCOCC4)cc32)C1 (stereo not given)	1.1	3.7%	-2.5%	-1.7%	7.5%	6.3	4.5	2.2%	-6.9%	1.1
CC(C)Cc1nnc(NC(=O)CCC(=O)N2CCCCC2)s1	-0.3	3.1%	5.5%	3.8%	3.8%	15.7	14.7	-10.2%	0.4%	4.2
Cn1c(Cc2ccccc2)nnc1SCC(=O)NC1CC1	2.4	0.8%	4.2%	-2.8%	12.8%	-4.9	8.5	3.2%	-82.6%	-0.5
Cn1c(=O)c2[nH]c(C3CCCC3)nc2n(C)c1=O	/	-9.6%	/	/	-3.6%	-6.5	9.9	/	/	-0.5
O=C(CCN1C(=O)/C(=C\c2ccccc2)SC1=S)NNC(=O)c1ccncc1	1.8	0.6%	-2.7%	-3.4%	12.9%	-1.1	14.6	/	10.1%	1.8
Cc1ccc2cc(COC(=O)C3CCCO3)c(=O)[nH]c2c1 (stereo not given)	0.4	0.0%	0.3%	-3.3%	3.9%	0.3	-1.9	-3.5%	1.3%	-2.6
COc1ccc(N2CCN(c3ccc(C(N)=O)cc3[N+](=O)[O-])CC2)cc1	-4.3	-20.2%	4.0%	2.5%	-0.4%	11.9	8.5	?	0.0%	0.0
CCOc1ccc(S(=O)(=O)Nc2ccccc2C(=O)N(C)C2CCN(C)CC2)cc1	0.9	5.9%	/	8.7%	/	-0.2	12.0	/	2.6%	/
O=C(CS(=O)(=O)c1ccccc1)Nc1nc(-c2ccc(F)cc2)cs1	2.4	-1.3%	-0.9%	3.1%	-0.6%	-15.1	-4.5	9.4%	34.1%	-14.2
COc1ccc(N2CCN(Cc3ccc(Br)s3)CC2)cc1	-5.5	1.9%	-0.8%	-0.5%	-5.0%	8.9	1.3	-7.5%	-27.1%	0.2
O=C(NCc1cccc(Br)c1)C1CC(c2ccccc2C(F)(F)F)=NO1 (stereo not given)	0.9	1.4%	4.1%	6.5%	2.7%	5.8	-5.1	0.3%	11.3%	0.7
Cc1ccc(NC(=O)CN2C(=O)/C(=C3\SC(=S)N(C4CCS(=O)(=O)C4)C3=O)c3ccccc32)cc1 (stereo not given)	-5.9	-0.2%	-5.5%	1.3%	?	-1.3	-10.7	-5.4%	13.1%	-0.2
Cc1ccc(C(=O)Nn2cnc3scc(-c4cccs4)c3c2=O)c(O)c1	5.6	-2.9%	-3.9%	-3.7%	0.4%	16.7	-10.9	8.8%	13.2%	10.2
Cc1cccc(N(Cc2cc3ccccc3[nH]c2=O)S(=O)(=O)c2ccccc2)c1	17.4	-3.7%	1.3%	3.1%	-9.0%	-6.2	0.4	-8.0%	5.3%	-1.7
Cc1ccc(S(=O)(=O)Cc2sc3ccccc3[n+]2C)cc1	10.2	0.3%	0.8%	1.2%	21.4%	-7.0	0.9	5.3%	-31.3%	4.0
Cc1ccc(C)c(SCC(=O)OCC(=O)Nc2ncc(C(F)(F)F)cc2Cl)c1	1.5	0.5%	2.2%	0.8%	-1.2%	-12.5	11.1	3.6%	8.7%	0.3
CC(C)c1ccc(N2C(=O)CC(Sc3nc4ccccc4o3)C2=O)cc1 (stereo not given)	/	-2.5%	4.5%	-5.2%	-6.7%	-7.3	-10.1	4.2%	0.0%	-5.4
O=C(c1c(O)cc(O)cc1O)C1c2c(cc(O)c3c2O[C@H](c2ccc(O)cc2)[C@@H](O)C3)OC1c1ccc(O)cc1 (stereo not given in full)	2.1	-26.1%	/	11.2%	/	-15.8	-5.0	/	-30.9%	/
O=C1CN(C(=O)c2cc3ccccc3oc2=O)C(c2ccc(F)cc2)c2cc(Br)ccc2N1 (stereo not given)	?	-15.7%	/	7.3%	21.6%	-27.7	-16.2	17.4%	19.2%	2.2

An excerpt from above, reduced to a7 integrin act.
molecule,a7 integrin act
Cn1c(Cc2ccccc2)nnc1SCC(=O)NC1CC1,-82.6%
S=C(NCc1ccccc1)C(=S)NCc1ccccc1,12.9%

Next section.
SMILES	TRPV1 ag	S-ASM inh	GALK inhibitor	AT treatment	CXXC DNA block	KCNH2 3.1 block	hERG WT inh	MBNL1-CUG inh	a7 integrin act	FBPA coupling cs
COC(=O)C1CCN(C(=O)Cc2ccc(Br)cc2)CC1	20.4	2.0%	-0.1%	-2.0%	-0.5%	4.8	-7.0	-5.2%	-10.1%	5.3
CC(=O)n1cc(N(C(=O)CCl)c2ccc(Cl)cc2)c2ccccc21	-2.2	-5.9%	-1.9%	?	-1.7%	-5.2	-5.0	-4.1%	-3.1%	-0.2
COc1cc(NC(=O)C2CCCN(S(=O)(=O)c3ccc4[nH]c(=O)ccc4c3)C2)cc(OC)c1 (stereo not given)	-0.1	-7.5%	6.1%	-1.0%	15.5%	-4.3	-7.4	49.1%[activator]	?	2.0
CC(=O)Nc1ccc(NC(=O)C(OC(=O)c2ccccc2)C(OC(=O)c2ccccc2)C(=O)O)cc1 (stereo not given)	-2.3	4.7%	-0.5%	6.1%	-9.3%	-3.7	-3.1	-10.9%	5.3%	4.1
COc1ccc(Cn2c3nc4ccccc4nc3c3c(=O)n(Cc4ccco4)c(C)nc32)cc1	1.6	/	-4.2%	0.7%	1.0%	/	/	9.9%	/	-6.1
CC1(C)C(=O)Nc2ccccc2N1C(=O)COC(=O)c1cccs1	/	-2.0%	/	12.0%	/	4.8	1.4	/	-12.7%	/
O=C(Nc1nc2ccccc2s1)c1cc(-c2ccco2)nc2ccccc12	-2.4	57.1%	-3.8%	-1.8%	24.1%	2.3	1.0	16.6%	0.2%	-0.7
CCOc1ccc(CCNC(=O)CSC(=S)N2CCCC2)cc1OCC	4.4	2.4%	/	3.8%	/	16.1	-2.3	/	13.9%	/
CCC(Oc1ccccc1)C(=O)NCc1cccnc1 (stereo not given)	1.9	-0.4%	-1.3%	3.3%	-0.7%	8.3	10.5	0.3%	30.3%	1.8
CSCCC(NC(=O)COc1ccccc1)C(=O)O (stereo not given)	1.4	-2.7%	0.1%	-0.7%	17.7%	10.6	2.2	-6.5%	-2.6%	6.0
NS(=O)(=O)c1cc(Cl)c(Cl)c(S(N)(=O)=O)c1	-0.9	-8.3%	/	-1.2%	-2.4%[51.4 µM]	5.0	-19.8	/	/	-0.9
CCOC(=O)C(C)CC(C)C(=O)N1CCOCCN(C(=O)C(C)CC(C)C(=O)OCC)CCOCC1 (stereo not given)	1.7	-1.2%	2.6%	6.3%	3.3%	5.9	-11.4	1.2%	-12.9%	1.1
COc1ccc(/C=N/NC(=O)c2cccc([N+](=O)[O-])c2)cc1OS(=O)(=O)c1ccc(C)cc1	6.5	-6.9%	/	-4.1%	11.5%	-11.4	10.3	-3.3%	-16.8%	1.4
